High-throughput results (PubChem BioAssay)
mIDH1 inhibitor = inhibitors of human mutant IDH1 R132H. IDH1-R132H enzyme, NADPH consumption, diaphorase/resazurin fluorescence. 0.093% of 390,000 active. Potency, µM (highest dose often 76.6 µM), without a hit: at the top dose activity change, negative = inhibition, usual class: inhibitors. AID 602179; also: % is scaled to controls: 0 for no effect and ±100 for the full control effect; nearly all actives have a fitted effect of over 65% in size
Target sequence (O75874 whole entry R132H, stated change not applied): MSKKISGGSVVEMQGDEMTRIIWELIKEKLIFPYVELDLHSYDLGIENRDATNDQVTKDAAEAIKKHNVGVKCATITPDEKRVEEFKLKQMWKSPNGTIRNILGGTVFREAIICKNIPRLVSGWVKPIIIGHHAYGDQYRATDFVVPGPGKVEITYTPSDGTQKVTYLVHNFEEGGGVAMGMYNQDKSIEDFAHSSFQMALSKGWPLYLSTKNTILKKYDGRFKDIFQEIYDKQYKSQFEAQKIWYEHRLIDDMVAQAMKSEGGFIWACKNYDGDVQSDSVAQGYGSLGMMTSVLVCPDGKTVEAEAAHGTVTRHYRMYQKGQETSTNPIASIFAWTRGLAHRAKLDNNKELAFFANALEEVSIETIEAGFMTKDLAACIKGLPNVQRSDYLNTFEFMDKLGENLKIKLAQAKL
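IDH1-R132H (0.5 ug/mL) preincubated 30 min with compound, then NADPH (0.016 mM) and alpha-KG (2 mM) added; 80 min at RT, pH 7.5. Remaining NADPH coupled via diaphorase/resazurin to fluorescence (540/590 nm); concentration-response curves normalized to no-enzyme control.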
Vif-APOBEC3F blk = inhibitors of Vif-A3F interaction. 0.2% of 390,000 active. AID 602313. Potency, µM (titrated, usually from 46.1 µM), for the others: top-dose activity, negative = active. HeLa A3F-eYFP + Vif (tagged APOBEC3F with the HIV-1 protein that degrades it), YFP fluorescence increase; also: % of control where 0% means no effect; nearly all actives have a fitted effect of over 65% in size
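Fluorescence increase (Ex 488/Em 500-530) after overnight compound treatment at 37 deg C flags inhibition of Vif-driven A3F-eYFP loss in stable HeLa A3F-eYFP/Vif cells seeded overnight beforehand.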
USP1 inh = USP1/UAF1 (human) deubiquitinase inhibition; O94782; 0.23% of 390,000 active; Potency, µM (highest dose often 57.1 µM), inactives show at the highest dose activity change, negative = inhibition, usual class: inhibitors; recombinant USP1/UAF1, Ub-Rhodamine cleavage fluorescence; also: % is scaled to controls: 0 for no effect and ±100 for the full control effect; nearly all actives have a fitted effect of over 60% in size; inactives centre near -12
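In this screen, compounds sit with the deubiquitinase complex (1nM) for 15 min at room temperature before Ub-Rho is added at 150nM final. Fluorescence rise is then followed for 6 reads every 60 seconds.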
RXFP1 agonist = activates the human relaxin receptor RXFP1. 0.3% of 370,000 active. Potency, µM (titrated, usually from 57.5 µM), without a hit: top-dose activation, actives largely listed as activators. Q9HBX9. HEK293T-RXFP1 cAMP TR-FRET, 30 min; response scale: percent of porcine relaxin response, buffer zero. AID 2676; also: % is scaled to controls: 0 for no effect and ±100 for the full control effect; nearly all actives have a fitted effect of over 60% in size; many of its hits are not listed in these tables
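cAMP rise read by TR-FRET after 30 min, 37C compound exposure (up to 58 uM) in RXFP1-transfected HEK293 cells with Ro 20174 present. EC50 from Hill-equation fits, with 29 nM porcine relaxin as 100% and buffer as basal.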
RGS4 inhibitor = human RGS4 inhibition | P49798 | Transcreener GDP fluorescence polarization, RGS4-accelerated GTP hydrolysis | Potency, µM (doses to about 114 µM), without a hit: at the highest dose activity change, negative = inhibition, actives largely listed as inhibitors | 0.039% of 390,000 active | AID 504845; also: % is scaled to controls: 0 for no effect and ±100 for the full control effect; nearly all actives have a fitted effect of over 75% in size; some results filed as inactive show a strong effect at the top dose
Target sequence (P49798 whole entry, looked up): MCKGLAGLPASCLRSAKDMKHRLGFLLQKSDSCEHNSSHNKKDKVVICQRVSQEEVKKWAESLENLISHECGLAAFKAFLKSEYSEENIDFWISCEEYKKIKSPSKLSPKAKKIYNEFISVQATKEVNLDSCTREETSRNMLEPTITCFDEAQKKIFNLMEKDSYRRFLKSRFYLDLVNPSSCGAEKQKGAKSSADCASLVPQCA
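MLSMR compounds (23 nl, pin-transferred) preincubated 10 min at room temperature with a 500nM (2x) first reagent, then RGS4 at 900nM (2x) plus Transcreener GDP mix added; fluorescence polarization (620/688 nm) read before and after 90 min at 30 °C.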
rTrxR1 inhibitor = inhibitors of rat thioredoxin reductase 1; O89049; recombinant rTrxR1, NADPH fluorescence consumption, selenite substrate; Potency, µM (top dose mostly 114 µM), without a hit: at the top dose activity change, negative = inhibition, actives largely listed as inhibitors; 1% of 390,000 active; AID 588453; also: % is scaled to controls: 0 for no effect and ±100 for the full control effect; nearly all actives have a fitted effect of over 65% in size
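Rat TrxR1 (90 nM in the dispensed reagent) was pre-reduced with 400 uM NADPH for 5 min at room temperature, then incubated with compound for 15 min. After 400 uM selenite was added, NADPH fluorescence (Ex 340/Em 450 nm) was followed for 8 min.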
TrxR1 substrate = substrates of rat thioredoxin reductase 1 | O89049 | purified TrxR1 substrate turnover, NADPH consumption readout | Potency, µM (highest dose often 114 µM), for inactives: at the top dose activity change, negative = substrate turnover | 0.01% of 390,000 active | AID 588456; also: % is scaled to controls: 0 for no effect and ±100 for the full control effect; nearly all actives have a fitted effect of over 50% in size
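Rat TrxR1, dispensed at 90 nM, was prereduced with 400 uM NADPH (final) for 5 min at ~22 deg C, then incubated with compound 15 min before 400 uM selenite. A first-read NADPH fluorescence drop versus no-compound background flagged substrates.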
Vif-APOBEC3G blk = Vif-A3G binding inhibition; HeLa A3G-eYFP + Vif (tagged APOBEC3G with the HIV-1 protein that degrades it), YFP fluorescence, overnight; Potency, µM (doses to about 46.1 µM), without a hit: at the highest dose activity, negative = active, usual class: inhibitors; 0.076% of 410,000 active; AID 602310;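 also: % is scaled to controls: 0 for no effect and ±100 for the full control effect; nearly all actives have a fitted effect of over 60% in size; hits raise eYFP signal because A3G escapes Vif-driven loss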
Target sequence (Q9HC16 whole entry, looked up): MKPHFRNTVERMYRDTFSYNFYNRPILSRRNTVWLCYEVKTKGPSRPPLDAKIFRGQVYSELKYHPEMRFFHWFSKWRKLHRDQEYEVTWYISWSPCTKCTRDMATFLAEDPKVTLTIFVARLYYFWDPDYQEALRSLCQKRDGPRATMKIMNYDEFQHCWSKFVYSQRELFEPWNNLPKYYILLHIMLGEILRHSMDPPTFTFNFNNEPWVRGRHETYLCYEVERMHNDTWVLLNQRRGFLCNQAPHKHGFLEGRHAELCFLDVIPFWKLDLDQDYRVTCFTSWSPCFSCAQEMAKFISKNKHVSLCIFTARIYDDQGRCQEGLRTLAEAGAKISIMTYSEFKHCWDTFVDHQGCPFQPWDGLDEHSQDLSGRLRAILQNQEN
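Read-out is eYFP fluorescence (Ex 488/Em 500-530) from Vif-expressing HeLa A3G-eYFP cells; more signal means A3G escaped Vif-mediated degradation. Cells plated overnight, compound pinned in, incubated overnight at 37 deg C.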
12-LOX inh = blocks human arachidonate 12S-lipoxygenase; Potency, µM (highest dose often 108 µM), for inactives: at the top dose activity change, negative = inhibition, actives largely listed as inhibitors; P18054; AID 1671190; 1.1% of 580,000 active; purified 12hLO, xylenol orange hydroperoxide absorbance; also: % is scaled to controls: 0 for no effect and ±100 for the full control effect
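Purified human 12hLO (150 nM final) in 25 mM Hepes, 0.01% Triton X-100, pH 7.0 was preincubated 15 min at room temperature with compound. Then 40 uM arachidonic acid was added, 30 min. Hydroperoxide was read by Fe-XO absorbance ratio 573/405 nm.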
Active calls of the source: *; u = inconclusive; x = not tested or not shown; [ ] = dose if it differs, or a comment. Calls follow the shape of the dose curve; as a rule, active = well fitted curve in the direction sought with a large enough effect; inconclusive = small, poorly fitted or top-dose-only effect, or another doubt; inactive = no such curve, though single readings can be large; an effect the other way counts as inactive or inconclusive. Potency is read from the fitted curve at half-maximal effect. This is a subset, so the mix of outcomes need not match the whole.

Fields: RXFP1 agonist | TrxR1 substrate | rTrxR1 inhibitor | mIDH1 inhibitor | RGS4 inhibitor | Vif-APOBEC3F blk | 12-LOX inh | Vif-APOBEC3G blk | USP1 inh
CCOC(=O)C1CCN(C(c2cccnc2)c2c(NC(=O)c3ccco3)sc(C)c2C)CC1 (stereo not given)
→ 5.0% | 7.6% | u | u | -34.9% | -4.7% | -6.1% | 0.7% | -20.9%
CC(=O)NCc1ccc(S(=O)(=O)N/N=C/c2ccc(Br)cc2)cc1
→ -0.8% | -6.9% | 9.6% | -1.1% | -32.9% | 7.4% | -6.1% | 0.2% | 3.4%
CC(C)CC(=O)N(Cc1ccc(F)cc1)C1CCS(=O)(=O)C1 (stereo not given)
→ 1.5% | -2.7% | 3.3% | -3.1% | -7.1% | 1.9% | -9.4% | -0.4% | -27.9%
COc1cc(OC)c(NC(=O)N2CCSc3ccccc32)cc1Cl
→ -4.0% | -5.0% | 24.7% | 5.6% | 0.1% | -8.9% | -1.1% | 1.8% | u
O=C(CN(c1ccccc1)S(=O)(=O)c1ccccc1)N1CCOCC1
→ -1.8% | 5.5% | 21.9% | 4.4% | -17.9% | -1.8% | -7.5% | 3.5% | -9.3%
CCn1cc(C(=O)N2CCCC(C(=O)c3cccc(C(F)(F)F)c3)C2)cn1 (stereo not given)
→ x | x | x | -3.6% | x | 4.1% | -31.7% | 0.5% | -21.4%
CCN(Cc1ccccc1)C(=O)COc1cc(=O)n(CC)c2ccccc12
→ 1.4% | -3.2% | 7.8% | -3.0% | -18.0% | -0.2% | -13.7% | -0.6% | -2.3%
CCCCNC(=O)N1CCc2[nH]c3ccccc3c2C1
→ -1.7% | 2.9% | u | 11.7% | -10.5% | -0.4% | -6.4% | -7.3% | -24.0%
c1ccc2c(Cn3ccnc3)cccc2c1
→ -0.5% | -5.0%[57.1 µM] | 11.4%[57.1 µM] | 0.0% | -17.2% | -9.6% | 4.3% | -6.3% | -15.3%
CCOCCCNc1nc2nc3ccc(C)cn3c(=O)c2cc1C(=O)NCC1CCCO1 (stereo not given)
→ 10.9% | 236.8%[activator][57.1 µM] | 46.9%[activator][57.1 µM] | 3.5% | 6.4% | -5.6% | -18.6% | 1.3% | -13.2%
Cc1ccc(OCC2Cn3c(nc4c3c(=O)n(C)c(=O)n4C)O2)cc1 (stereo not given)
→ 6.8% | 3.5%[57.1 µM] | 9.2%[57.1 µM] | -0.1% | 24.8% | 0.9% | 0.0% | -1.1% | -9.5%
COc1cccc(C(=O)N(Cc2ccc(C)o2)C2CCS(=O)(=O)C2)c1 (stereo not given)
→ 0.5% | -7.5% | -3.2% | x | -12.6% | x | -1.1% | x | -10.1%
CCCOC(=O)c1c(NC(=O)c2nc3ncccn3n2)sc(C(=O)OCC)c1C
→ 1.8% | 7.3% | 22.2% | 25.0% | -2.9% | -3.8% | -4.1% | 1.4% | -6.1%
O=C(Nc1cccnc1)c1noc2c1CCCC2
→ -1.1% | 5.0% | 17.6% | -0.8% | -19.4% | -0.5% | 2.6% | 2.2% | -12.3%
CCC(=O)N1CCc2cc(OC)c(OC)cc2C1COc1ccc2c(C)cc(=O)oc2c1 (stereo not given)
→ 0.8% | 8.3%[2.29 µM] | 21.8% | 0.0% | 13.1% | 3.7% | -6.8% | 3.6% | 0.1%
Cc1ccc(N2CCC(N3CCN(C)C(CCO)C3)CC2)cc1 (stereo not given)
→ 0.5% | -0.6% | -10.7% | 0.6% | -6.9% | -2.5% | 26.0% | 0.9% | -7.6%
C/C(Cl)=C/CSc1nn2c(=O)c3ccccc3nc2s1
→ 0.4% | -5.4% | -2.9% | 1.2% | 15.0% | -7.4% | -12.0% | -12.0% | -7.1%
CC(=O)Nc1ccc(C(=O)NNC(=O)C2CC2)cc1
→ -0.8% | 12.6% | 33.4% | -4.8% | 12.8% | -2.6% | 14.7% | -8.2% | -16.0%
O=C(CSCc1ccccc1)N1CCN(S(=O)(=O)c2cccc(F)c2)CC1
→ 0.1% | -11.4% | 6.1% | -2.0% | -9.7% | 1.6% | -14.6% | 0.6% | -11.2%
COc1cccc(-c2nnc(NC(=O)c3cccc(F)c3)o2)c1
→ 4.8% | -12.2% | -30.8% | 10.1% | -5.8% | 1.1% | u | -5.3% | -29.7%

3 structures already listed, ordered by SMILES length, high to low.
Fields: RXFP1 agonist | TrxR1 substrate | rTrxR1 inhibitor | mIDH1 inhibitor | RGS4 inhibitor | Vif-APOBEC3F blk | 12-LOX inh | Vif-APOBEC3G blk | USP1 inh
CCCOC(=O)c1c(NC(=O)c2nc3ncccn3n2)sc(C(=O)OCC)c1C
→ 1.8% | 7.3% | 22.2% | 25.0% | -2.9% | -3.8% | -4.1% | 1.4% | -6.1%
C/C(Cl)=C/CSc1nn2c(=O)c3ccccc3nc2s1
→ 0.4% | -5.4% | -2.9% | 1.2% | 15.0% | -7.4% | -12.0% | -12.0% | -7.1%
CC(=O)Nc1ccc(C(=O)NNC(=O)C2CC2)cc1
→ -0.8% | 12.6% | 33.4% | -4.8% | 12.8% | -2.6% | 14.7% | -8.2% | -16.0%

Next results follow:
Fields: RXFP1 agonist | TrxR1 substrate | rTrxR1 inhibitor | mIDH1 inhibitor | RGS4 inhibitor | Vif-APOBEC3F blk | 12-LOX inh | Vif-APOBEC3G blk | USP1 inh
CCC(C)c1ccc(C(CC)NC(=O)C2CCCO2)cc1 (stereo not given)
→ 3.3% | -11.3% | -7.4% | -7.4% | 24.4% | 6.9% | -12.2% | 0.8% | -8.5%
CN(C(=O)CSc1nc2c(c(=O)[nH]1)CCC2)c1ccccc1
→ -0.9% | -0.7% | 25.3% | 5.4% | 4.8%[56.9 µM] | 5.1% | 2.4% | -0.6% | -12.0%
CC(NS(=O)(=O)c1ccc(Br)cc1)C(=O)Nc1nc2ccccc2[nH]1 (stereo not given)
→ 7.2% | 3.5% | 0.1% | -0.3% | -26.6% | 3.9% | u | 3.0% | -17.5%
COC(=O)c1ccc(C(C(=O)NC2CCCCC2)N(Cc2ccc(F)cc2)C(=O)Cc2cccs2)cc1 (stereo not given)
→ 0.4% | -4.5% | 8.3% | -0.2% | 26.1% | -2.8% | 11.5% | -1.2% | -1.2%
CC(C)CCOc1ccc(Cl)cc1CN1CCOCC1
→ -2.8% | -6.1%[57.1 µM] | 11.0%[57.1 µM] | 3.3% | -21.2%[11.4 µM] | -13.5% | 11.3% | -0.9% | -14.9%
COCCn1c(SCC(=O)c2ccc(Cl)cc2)nnc1C(C)C
→ 1.2% | 8.0% | 6.31µM* | -3.5% | u | x | u | -3.0% | -4.1%
CCC(=O)N1c2ccccc2-c2nnc(SC)nc2OC1c1ccc(OC)c(OC)c1 (stereo not given)
→ 1.1% | 19.8%[57.1 µM] | 24.1%[57.1 µM] | -1.7% | 3.0% | -1.7% | 300.8%[activator] | 1.2% | -6.5%
CCC(CC)NC(=O)Nc1ccccc1C(F)(F)F
→ 1.1% | 3.9% | 37.9%[activator] | 0.0% | 27.2%[11.4 µM] | -10.8% | 0.0% | 2.0% | -3.3%
CCOc1ccc(NC(=O)CSc2nnnn2C2CC2)cc1S(=O)(=O)N1CCCC1
→ -0.6% | -1.2% | 4.7% | -4.7% | 0.1% | -24.0% | -22.9% | -0.9% | -14.2%
CCC(c1nnnn1CCOC)N1CCN(Cc2ccccc2)CC1 (stereo not given)
→ 3.6% | -8.1% | 1.8%[57.1 µM] | -0.4% | 4.3% | -9.0% | u | 0.4% | -4.0%
CSc1ccc(C(=O)C2CCCN(C(=O)CCn3cncn3)C2)cc1 (stereo not given)
→ 0.4% | -9.3% | -11.6% | 2.9% | 10.5% | 2.2% | 0.0% | 0.2% | -1.1%
CCN1CCN(CCCNC(=O)Cn2nc(C)n3c(cc4cc(C)ccc43)c2=O)CC1
→ 1.4% | 5.5% | 14.8% | -12.2% | 6.3% | 1.3% | -4.7% | -4.4% | -2.9%
O=C(O)c1cccc(CN2C(=O)CSC2=O)c1
→ -3.9% | 11.5%[57.1 µM] | 0.3%[57.1 µM] | 4.3% | 13.5% | 3.3% | u | -4.9% | -8.3%
Cc1cc(C)nc(SCC(=O)Nc2ccnc3ccccc23)n1
→ 0.4% | -9.4%[57.1 µM] | 36.7%[activator][57.1 µM] | 3.1% | -16.1% | -4.5% | -3.2% | -3.9% | -8.6%
CC1CC(C)(C)CC2(C1)NC(=O)N(CC(=O)OCC(=O)Nc1cc(S(=O)(=O)N3CCCCC3)ccc1Cl)C2=O (stereo not given)
→ x | -3.9% | -2.9% | -0.8% | -6.6% | 2.3% | u | -0.5% | -17.0%
Cc1ccc(OCC(=O)Nc2cccc(C(=O)OCc3cc(=O)n4nc(C)sc4n3)c2)cc1
→ 1.1% | 4.9%[57.1 µM] | 11.9%[57.1 µM] | -5.3% | u | -5.5% | -11.7% | -18.6% | -4.4%
CC1(C)CC[C@]2(C(=O)O)CC[C@]3(C)C(=CCC4[C@@]5(C)CC[C@H](O)C(C)(C)C5CC[C@]43C)C2C1 (stereo not given in full)
→ 0.2% | 10.1%[57.1 µM] | 17.1%[57.1 µM] | -11.8% | 7.5% | -0.2% | 4.0% | -1.7% | -10.0%
Oc1ccc(N=Nc2c(O)ccc3ccccc23)cc1
→ 0.1% | 0.8% | 15.8% | 11.5% | -17.5% | -0.4% | u | 5.6% | -14.1%
